# Compound activity deposited in PubChem BioAssay by several laboratories.
# UTI89 phage lysis – inhibition of K1F phage lysis, E. coli UTI89, bacterial capsule biogenesis inhibitors, alamar blue (AID 488966). hit rate 0.02% among 340,000. inhibition, % at 100 µM, or IC50 in µM where a hit was titrated. E. coli UTI89 K1F phage lysis, alamar blue, 2 h; higher % means a stronger effect;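 active means phage lysis inhibition, versus mean bacterial control, above a set limit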;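 further: capsule biogenesis inhibitors block K1F phage lysis so surviving cells raise fluorescence; higher fluorescence means more inhibition of phage lysis; actives were called in the ten point dose series up to 300 µM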
# GPR55 beta-arrestin – GPR55 agonists via beta-arrestin recruitment, primary screen, imaging, U2OS cells, beta-arrestin-GFP redistribution (AID 1961); one-dose activation, % at 10 µM; EC50 in µM for titrated hits; U2OS GPR55 beta-arrestin-GFP redistribution imaging; higher % means a stronger effect; hit rate 0.048% among 290,000;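 active means activation above 40% with more than 50 cells counted in the well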;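 further: U2OS osteosarcoma cells stably expressing GPR55 and beta-arrestin-GFP; plate controls were DMSO negative control for no effect and LPI positive control for full effect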
# GPR35 arrestin U2OS – inhibition of zaprinast-stimulated GPR35 beta-arrestin translocation – imaging, U2OS, beta-arrestin-GFP, zaprinast agonist, primary screen (AID 2058); hit rate 0.052% among 290,000; inhibition, % at 10 µM, or IC50 in µM where a hit was titrated; U2OS GPR35 beta-arrestin-GFP translocation imaging, zaprinast antagonism; higher % means a stronger effect;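 active means inhibition of at least 50% with at least 30 cells and total cytoplasm GFP at most 10,000,000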
# Rac1 GTP hydrolysis – MgcRacGAP GTPase-activating activity inhibitors, confirmation, biochemical, ADP Hunter fluorescence | hit rate 0.6% among 340,000 | AID 624330 | inhibition, % at 30 µM; hits with a dose series show IC50 in µM | MgcRacGAP-stimulated Rac1 GTP hydrolysis, ADP Hunter fluorescence; higher % means a stronger effect; GST-tagged Rac1 F28L mutant substrate;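 active means first-screen hits whose inhibition reached a set limit at any dose in the follow-up dose series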;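 further: fluorescence reports GDP produced by GAP-driven GTP hydrolysis; strong numbers were not always called active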
# GPR55 LPI antagonism – inhibition of LPI-stimulated GPR55 beta-arrestin translocation – imaging, U2OS, beta-arrestin-GFP, LPI agonist, primary screen (AID 2013) | U2OS GPR55 beta-arrestin-GFP translocation imaging, LPI antagonism; higher % means a stronger effect | inhibition, % at 10 µM, or IC50 in µM where a hit was titrated | hit rate 0.13% among 290,000;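 active means spots per cell inhibited over 60%, with over 100 cells counted and total cytoplasm intensity under 500,000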;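 further: U2OS cells stably carrying GPR55 and arrestin-GFP stimulated by 5 µM LPI near EC80; imaged beta-arrestin-GFP aggregate spots per cell after agonist stimulation; plate controls were LPI-stimulated DMSO wells for no effect and DMSO wells without LPI for full effect; some results filed as inactive read as strong as hits; confirmed hits need IC50 under 10 µM and bright autofluorescent wells are also inconclusive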
# NTR1 agonist – NTR1-driven beta-arrestin-GFP spot formation – imaging, U2OS cells, high content, primary screen (AID 493036) | P30989 | agonist mode | activation, % at 20 µM | hit rate 0.17% among 330,000;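 active means activation at or above 40% of the spot to cytoplasm intensity ratio, with at least 20 cells analyzed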;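 further: 0% = DMSO without peptide and 100% = 100 nM NTR1 peptide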
# Target sequence (P30989 whole entry, looked up): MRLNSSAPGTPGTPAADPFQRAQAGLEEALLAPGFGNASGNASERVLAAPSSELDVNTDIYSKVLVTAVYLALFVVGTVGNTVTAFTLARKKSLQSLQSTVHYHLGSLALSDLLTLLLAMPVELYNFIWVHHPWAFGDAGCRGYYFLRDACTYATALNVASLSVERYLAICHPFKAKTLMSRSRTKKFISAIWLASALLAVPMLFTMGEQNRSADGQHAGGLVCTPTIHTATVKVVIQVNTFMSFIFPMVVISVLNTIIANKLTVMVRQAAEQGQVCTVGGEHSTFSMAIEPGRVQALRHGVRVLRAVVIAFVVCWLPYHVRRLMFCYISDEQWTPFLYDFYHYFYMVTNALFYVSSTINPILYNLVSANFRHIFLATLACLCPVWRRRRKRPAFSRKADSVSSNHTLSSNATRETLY
# NOD1 inhibition – NOD1 signaling inhibitors, primary screen, cell-based, luminescence, uHTS (AID 1578); NOD1-driven NF-kB luciferase reporter cells, luminescence; higher % means a stronger effect; inhibition, % at 4 µM; hits with a dose series show EC50 in µM; hit rate 1% among 290,000; in the data active means inhibition mostly above about 36%, no sharp cut-off; inactive means mostly below about 34%;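 further: HEK-293T reporter cells stimulated with the NOD1 agonist gamma-tri-DAP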
# KOR beta-arrestin-1 – kappa opioid receptor activators – cell-based, luminescence, uHTS, primary screen (AID 1777); activation, % at 10 µM, or EC50 in µM where a hit was titrated; KOR beta-arrestin recruitment, luminescence; higher % means a stronger effect; hit rate 0.02% among 280,000; in the data active means activation above about 50%, passing the limit was not always enough; further: a part of the inactive calls stands beside numbers as strong as those of hits
# KOR beta-arrestin-2 – KOR antagonists, beta-arrestin recruitment, cell-based, luminescence, uHTS (AID 1778); KOR beta-arrestin recruitment, luminescence, antagonist mode; higher % means a stronger effect; inhibition, % at 10 µM; hits with a dose series show IC50 in µM; hit rate 0.091% among 290,000; in the data active means inhibition above about 50%; further: strong numbers were not always called active
# NTR1 agonist cell count 20 µM – recorded beside NTR1 agonist, whose call it bears; cell count; measured here: cell count, cytotoxicity flag
# * = called active by the depositor; x = no result given; [ ] = dose if it differs, or a comment. These rows are one share of the data; count on the stated rates, not on these rows.
SMILES,UTI89 phage lysis,GPR55 beta-arrestin,GPR35 arrestin U2OS,Rac1 GTP hydrolysis,GPR55 LPI antagonism,NTR1 agonist,NTR1 agonist cell count 20 µM,NOD1 inhibition,KOR beta-arrestin-1,KOR beta-arrestin-2
O=C(O)CSCCCC(=O)Nc1ccc(Br)cc1,-0.7%,0.8%,11.9%,-1.2%,23.0%,-0.5,41,-21.2%,2.7%,-48.3%
COC1(NC(=O)c2ccccc2)C(C)=CC(=O)C=C1C,-0.8%,0.1%,-6.7%,3.1%,3.7%,-0.2,39,35.6%,0.4%,-19.2%
Cc1ccc(N=C2SC(C(=O)Nc3ccc(OC(F)(F)F)cc3)C(N)=C2C(=O)Nc2c(C)cc(C)cc2C)cc1 (stereo not given),2.6%,-0.1%,11.6%,1.4%,-1.9%,x,x,13.3%,-3.0%,-2.4%
CCSc1nc(N2CCOCC2)c2c(c1C#N)CCCC2,0.7%,-0.2%,0.2%,6.8%,15.6%,12.7,56,20.1%,-0.4%,1.8%
CCc1ccc(N(CC)C(=O)Cc2c(C(=O)O)n(C)c3ccccc23)cc1,-0.5%[50 µM],0.0%,18.0%,8.9%,15.0%,-0.3,94,-9.1%,-2.4%,0.0%
CCN(CC)CCCNC(=O)c1cc2c(Cl)nc3ccccc3c2s1,-0.1%,0.1%,-2.9%,-12.9%,12.1%,-0.4,69,-14.0%,4.6%,-52.8%
CCCC(=O)NCCCc1nc2ccccc2n1C(C)C,-0.2%,0.3%,-12.3%,-1.3%,2.7%,0.9,55,-15.7%,-1.9%,4.3%
CC(=O)c1c(C)n(CCO)c2ccc(O)cc12,-0.9%,0.2%,-7.4%,2.4%,0.2%,-2.3,76,7.5%,3.5%,-4.7%
C=CCOc1ccc(/C=C2\SC(=S)N(CCC(=O)O)C2=O)cc1,1.0%,-0.3%,-2.8%,-0.1%,-8.9%,2.4,61,-4.6%,7.5%,-22.6%
O=C(O)c1cccc(CN2C(=O)SC(Nc3ccccc3)C2=O)c1 (stereo not given),10.8%,-0.3%,-2.9%,5.5%,12.8%,-3.9,73,-10.2%,-5.7%,-30.4%
Cc1cc(=O)oc2c(C)c(OC(C)C(=O)NC(Cc3c[nH]c4ccc(O)cc34)C(=O)O)ccc12 (stereo not given),5.4%,0.4%,3.2%,5.9%,-4.8%,10.9,97,-34.0%,-3.6%,-58.4%[20 µM]
COc1ccc(S(=O)(=O)N2CCCCC2)cc1NCC(=O)Nc1ccc(C)cc1,0.1%,-1.9%,13.8%,3.4%,1.3%,3.8,60,4.3%,6.6%,43.9%
COC(=O)c1ccc(NC(=O)C(=O)N2CCCC2)cc1,3.5%,0.3%,-18.0%,6.4%,-5.2%,-1.7,41,-31.2%,2.9%,-27.2%
COc1ccc(OC)c(S(=O)(=O)Nc2ccc(F)cc2)c1,0.9%[50 µM],0.3%,-3.9%,-3.4%,6.1%,0.7,49,-21.4%,0.1%,-1.1%
CC12c3ccccc3C(c3ccccc31)C1C(=O)N(c3cccnc3)C(=O)C12 (stereo not given),-0.2%,-0.2%,-4.0%,5.9%,14.3%,-0.6,58,-2.3%,19.2%,-1.5%

# An excerpt from above, reduced to KOR beta-arrestin-2 and KOR beta-arrestin-1.
molecule,KOR beta-arrestin-2,KOR beta-arrestin-1
COc1ccc(S(=O)(=O)N2CCCCC2)cc1NCC(=O)Nc1ccc(C)cc1,43.9%,6.6%
COC1(NC(=O)c2ccccc2)C(C)=CC(=O)C=C1C,-19.2%,0.4%

# Further results:
SMILES,UTI89 phage lysis,GPR55 beta-arrestin,GPR35 arrestin U2OS,Rac1 GTP hydrolysis,GPR55 LPI antagonism,NTR1 agonist,NTR1 agonist cell count 20 µM,NOD1 inhibition,KOR beta-arrestin-1,KOR beta-arrestin-2
CC(C)(C)c1ccc(C(=O)NN2CCOCC2)cc1,1.4%[50 µM],0.0%,5.3%,8.2%,11.2%,2.0,57,-25.1%,-3.2%,4.8%
COC(=O)N[C@H](CC(C)=O)c1ccccc1,x,-0.3%,-3.5%,x,-2.4%,0.3,81,-13.4%,2.7%,-30.7%
Cc1nccn1-c1c2c(c(C#N)c3nc4ccccc4n13)CCC2,x,0.6%,2.8%,x,9.6%,-0.3,46,-8.6%,-0.9%,10.0%
Cc1sc2ncnc(OCC(=O)NC3CCS(=O)(=O)C3)c2c1C (stereo not given),0.1%,-0.2%,0.1%,14.2%,-1.3%,-0.2,52,-8.3%,-1.4%,13.9%
CCOc1ccc(S(=O)(=O)N2CCN(C)CC2)c(C)c1C,0.5%,0.6%,1.3%,-0.4%,0.0%,-0.5,63,-18.4%,-3.3%,-6.9%
OC(COc1ccc(C2C=CCC2)cc1)CN1CCCCC1 (stereo not given),0.9%,-0.1%,-17.8%,-2.6%,-10.9%,-0.7,50,4.2%,9.0%,-2.1%
Clc1ccc(OCCn2ccnc2)cc1Cl,1.5%,0.3%,-16.0%,28.8%,-1.6%,0.1,59,-7.6%,5.1%,-13.5%
CCCCOP(=O)(c1ccc(N(C)C)cc1)C(O)c1cc(OC)c(OC)c(OC)c1 (stereo not given),1.8%,-0.3%,-2.6%,6.3%,-8.1%,-0.4,55,-6.3%,8.2%,-17.3%
COc1ccc(Cl)cc1/C=N/NC(=O)c1c(-c2ccccc2)noc1C,-0.1%,-0.2%,1.0%,14.2%,6.2%,4.8,38,-17.9%,-1.1%,-5.7%
COC(=O)C1=C(C)N2C(=O)CSC2=NC1c1ccc2c(c1)OCO2 (stereo not given),x,0.1%,-12.2%,x,-2.0%,0.8,36,-28.5%,18.0%,-13.2%
CCCC(=O)NC(=S)N1CCN(c2ccc([N+](=O)[O-])cc2)CC1,4.0%,-0.3%,x,4.7%,14.0%,0.0,59,-26.7%,-0.7%,0.0%
COc1cccc(CN2CCC(C(=O)Nc3ccc(Oc4cccnc4)cc3)CC2)c1,-0.3%,0.0%,-1.3%,0.6%,2.8%,0.5,54,-6.4%,0.8%,5.7%
Nc1nnc(CSCc2ccccc2)s1,-0.1%,0.4%,-4.7%,4.2%,33.1%,-0.3,51,-9.7%,-1.2%,2.9%
COc1cc(-c2nc(-c3ccccn3)no2)cc(OC)c1OC,3.4%,0.1%,2.6%,4.3%,6.3%,-0.5,39,-30.9%,-2.7%,7.1%
CC(C)(CN1CCc2ccccc2C1)NS(=O)(=O)c1ccc(Cl)cc1,-0.2%,-0.2%,12.8%,-8.5%,-2.1%,4.3,52,0.5%,4.4%,17.8%

# Record cards (already shown):
# Shown for CC(C)(C)c1ccc(C(=O)NN2CCOCC2)cc1 → UTI89 phage lysis = 1.4%[50 µM]; GPR55 beta-arrestin = 0.0%; GPR35 arrestin U2OS = 5.3%; Rac1 GTP hydrolysis = 8.2%; GPR55 LPI antagonism = 11.2%; NTR1 agonist = 2.0; NTR1 agonist cell count 20 µM = 57; NOD1 inhibition = -25.1%; KOR beta-arrestin-1 = -3.2%; KOR beta-arrestin-2 = 4.8%
# Shown for COC(=O)N[C@H](CC(C)=O)c1ccccc1 → UTI89 phage lysis = x; GPR55 beta-arrestin = -0.3%; GPR35 arrestin U2OS = -3.5%; Rac1 GTP hydrolysis = x; GPR55 LPI antagonism = -2.4%; NTR1 agonist = 0.3; NTR1 agonist cell count 20 µM = 81; NOD1 inhibition = -13.4%; KOR beta-arrestin-1 = 2.7%; KOR beta-arrestin-2 = -30.7%

# (more compounds)
SMILES,UTI89 phage lysis,GPR55 beta-arrestin,GPR35 arrestin U2OS,Rac1 GTP hydrolysis,GPR55 LPI antagonism,NTR1 agonist,NTR1 agonist cell count 20 µM,NOD1 inhibition,KOR beta-arrestin-1,KOR beta-arrestin-2
COc1ccc(Cn2nnnc2C(c2ccc(C)cc2)N2CCN(C3CCCC3)CC2)cc1 (stereo not given),0.0%,0.3%,14.8%,8.1%,13.2%,-0.3,76,8.6%,1.8%,2.6%
CCC(NC(=O)NCc1cccnc1)(C(F)(F)F)C(F)(F)F,0.0%,-0.1%,6.6%,-2.5%,-5.2%,-0.9,60,-8.2%,5.2%,-2.7%
Cc1ccc(-c2nc3ncccc3o2)cc1NC(=O)COc1ccccc1,0.9%,-0.1%,12.8%,0.0%,14.5%,0.6,48,-15.1%,-6.0%,-10.8%
CC(NC(=O)Nc1cccnc1)(C(F)(F)F)C(F)(F)F,-0.1%,0.0%,-9.3%,5.9%,-7.5%,-0.1,92,-3.4%,4.3%,-3.3%
COc1ccc(-n2c(CCC(=O)O)ccc2-c2ccc(F)cc2)c(OC)c1,0.2%,0.4%,3.6%,8.3%,4.7%,4.1,87,-5.1%,-2.8%,6.4%
O=C(/C=C/c1ccc2c(c1)OCO2)NCCSCc1cccc(Cl)c1,0.4%[50 µM],-0.1%,1.0%,7.8%,x,1.9,36,14.5%,-4.7%,14.3%
CC1=CCC(C(=O)N/N=C/c2cccs2)C(c2ccc(F)cc2)C1 (stereo not given),1.6%,-0.2%,-11.3%,6.9%,14.8%,1.5,43,18.5%,3.1%,-10.4%
Cc1cc(C)c(OCC(=O)N2CCN(c3ncc(C(F)(F)F)cc3Cl)CC2)c(C)c1,0.0%,0.3%,-15.2%,8.8%,-3.6%,3.0,54,-0.4%,7.4%,-34.1%
CC(=O)C(/C=N/c1ncc(C(F)(F)F)cc1Cl)=C(\C)O,-0.1%,-0.3%,-13.7%,1.8%,-4.7%,-0.6,32,-33.2%,-2.8%,-3.0%
Cc1cc2oc(=O)cc(CN3CCCc4ccccc43)c2cc1C,1.4%,-0.3%,0.3%,5.3%,-9.2%,-4.2,76,14.4%,-6.7%,-66.6%
Cn1c(=O)c2cc(S(=O)(=O)NC(C(=O)NCc3cccnc3)c3ccccc3)ccc2n(C)c1=O (stereo not given),0.1%,-0.1%,21.1%,0.7%,7.1%,4.0,53,9.6%,-1.5%,32.5%
COc1cc(C(=S)N2CCOCC2)ccc1O,-0.9%,0.2%,19.5%,15.0%,1.0%,2.0,55,-44.4%,-1.4%,2.0%
O=C(O)c1ccc(NS(=O)(=O)c2ccc(Cl)cc2)cc1,1.9%,-0.2%,3.9%,-0.8%,-6.5%,-2.1,94,-0.7%,-0.3%,-52.0%
CCOC(=O)N1CCN(S(=O)(=O)c2cc([N+](=O)[O-])c(C)cc2C)CC1,-0.2%,-0.1%,-7.8%,-1.8%,15.9%,-0.9,31,11.4%,x,-5.9%[20 µM]
O=C(Nc1ccc2c(c1)OCO2)C1CCN(S(=O)(=O)Cc2ccccc2)CC1,14.8%,-0.3%,-13.1%,7.4%,2.4%,-2.2,86,-2.4%,-0.8%,3.0%
